Assay outcomes (PubChem BioAssay)
HSF1 inh: HSF1 inhibitors in luciferase reporter cells, primary screen, cell-based, NIH3T3, luminescence; NIH3T3-HGL HSE-luciferase, MG132-induced, luminescence 8 h; stronger effect = lower value; activity change, negative = inhibition, % at 7.5 µM (by protocol); actives 0.77% (n = 300,000);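 active means more than half of replicate wells show activity change below -50%, luminescence cut by over half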;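 further: luciferase reports HSF-1 transcriptional activity via heat shock element; 0% = median of DMSO wells and -100% = zero luminescence signal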
aSyn 5UTR inh: MLPCN primary screen, SNCA 5' untranslated region; AID 1813, 2009; inhibition, % (tested at 7.5 µM); actives 0.82% (n = 300,000); alpha-synuclein 5'UTR reporter, inhibitor activity; in the data active means inhibition above about 60%;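 further: H4 neuroglioblastoma cells stably carrying SNCA 5'UTR luciferase fusion; 0% = DMSO wells and 100% = positive control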
IEC-6 cytotox: cytotoxicity in IEC-6 intestinal epithelial cells, primary screen, cytotoxicity control for KLF5 inhibitor project, cell-based, luminescence. IEC-6 cytotoxicity, luminescence viability. inhibition, % at 5 µM. AID 1825, 2009. actives 0.78% (n = 290,000); in the data active means inhibition above about 22%;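 further: 0% = plate median of test compound wells and 100% = cytotoxic reference compound wells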
KLF5 inhibitor: KLF5 expression inhibitors, primary screen, DLD-1 cells, luminescence; actives 0.23% (n = 290,000); inhibition, % at 5 µM; DLD-1 KLF5 promoter-luciferase reporter;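 active means inhibition above a per-plate limit of that plate's mean compound inhibition plus 3 SD, cut at about 60% in these data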;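 further: 0% = DMSO wells and 100% = LY294002 at 200 µM; higher means less KLF5 promoter-driven luciferase light; inactives centre near -14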
HSP90 refold inh: HSP90 inhibitors, primary screen, cell lysate, luminescence. Rabbit reticulocyte lysate, luciferase refolding luminescence, 3 h. inhibition, % at 5.6 µM. actives 0.91% (n = 290,000). AID 1789, 2009;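 active means inhibition above the screen-wide mean plus 3 SD, computed separately per campaign, cut at about 16% in these data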;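 further: 0% = DMSO wells and 100% = 60 µM geldanamycin wells; inhibitors lower the luminescence because luciferase stays unfolded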
AI-2 QS mod: Vibrio harveyi AI-2 quorum sensing modulators, primary screen, JMH597 strain, luminescence/OD600 ratio. actives 0.4% (n = 300,000). activity change, % at 7.5 µM. Vibrio harveyi JMH597 AI-2 luminescence/OD600 ratio, 9 h; stronger effect = lower value; strain lacks LuxN and CqsS sensors; 0 = neutral-control median; in the data active means activity change below about -75%, passing the limit was not always enough;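 further: luminescence divided by OD600 gain over 9 h not by final OD600 alone; inactives centre near 13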
Platelet DG rel: inhibitors of platelet dense granule secretion, primary screen, cell-based, MLPCN, human platelets; human platelet-rich plasma, SFLLRN dense granule ATP release, luminescence; inhibition, %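 (compounds screened at 7.5 µM in platelet-rich plasma)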; actives 0.22% (n = 300,000);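 active means mean replicate score, as percent of positive control, at or above 50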
HSF-1 act: HSF-1 activators, primary screen, NIH3T3-HGL cells, MG132 stress, luminescence, single point; actives 1.7% (n = 300,000); NIH3T3-HGL HSF-1 luciferase reporter, 8 h; 100% = twice DMSO control signal; activation, % at 9 µM;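 active means mean replicate activation of at least 50% with a set share of replicates each reaching 50%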;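 further: 0% = median of the neutral control wells and 100% = twice that signal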
HIF act: HIF pathway transcriptional activators, primary screen, cell-based, U2OS HRE-luciferase, luminescence; AID 1910, 2009; U2OS HRE-luciferase reporter; normalized: DMSO 0%, desferrioxamine 100%; actives 0.32% (n = 300,000); activation, % at 7.5 µM (by protocol);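 active means mean activation of at least 10% of the iron chelator positive control signal, with at least half of replicates also reaching 10%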
SKKanGAS inh: S. pyogenes SKKanGAS growth inhibitors in kanamycin, primary screen, streptokinase expression inhibitor project, SKKanGAS strain, BacTiter-Glo luminescence. inhibition, % at 7.5 µM. 6 h. actives 1.3% (n = 300,000);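 active means mean replicate score, as percent of positive control median, at least 50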;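 further: strain carries kanamycin resistance gene driven by streptokinase promoter and grows in 40 µg/ml kanamycin; loss of luminescence reflects streptokinase promoter inhibition or plain growth inhibition; 0% = median of DMSO wells and 100% = positive control at its reference dose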
Starred values were filed as active, the others as inactive; · = no result given.

SMILES | HSF1 inh | aSyn 5UTR inh | IEC-6 cytotox | KLF5 inhibitor | HSP90 refold inh | AI-2 QS mod | Platelet DG rel | HSF-1 act | HIF act | SKKanGAS inh
CC1CCN(S(=O)(=O)c2ccc3ccccc3c2)CC1 | 6 | 33 | 5 | -3 | 5 | 42 | 1 | 2 | -1.3 | 6
COC(=O)N(NC(=O)C(O)(CCC(C)C)CCC(C)C)c1ccccc1 | 4 | -1 | 3 | -11 | 1 | 22 | 4 | -9 | 0.2 | 8
CCCN(CCC)CC(=O)N1CC(=O)Nc2ccccc21 | -9 | -20 | 0 | -9 | 1 | 12 | 3 | -11 | -0.9 | -6
Cc1cccc(NC(=O)CSC(N)=O)c1C | 4 | -50 | 0 | -20 | 3 | 9 | -10 | 28 | 0.3 | -20
O=C(NCc1ccccn1)C1CCN(Cc2cccc(OCc3ccccc3)c2)CC1 | -2 | 4 | 0 | -17 | 1 | 27 | 14 | 8 | 0.0 | -5
CCc1cccc(C)c1NC(=O)C1CCCO1 (configuration not stated) | -4 | -18 | 1 | -2 | -3 | 9 | -1 | 19 | -0.3 | -3
CCCCc1ccc(NC(=S)NCC2CCCO2)cc1 (configuration not stated) | -1 | -10 | 2 | -32 | -4 | 23 | -2 | 13 | 0.3 | -2
Cc1cccc(NC(=O)C2(c3ccccc3)CC2(Cl)Cl)c1 (configuration not stated) | -5 | 30 | 5 | -10 | 5 | 4 | 2 | 18 | -0.9 | 6
OC(CN1CCN(Cc2ccccc2)CC1)c1ccc(Br)cc1 (configuration not stated) | -2 | -13 | · | · | · | 11 | 11 | -9 | -0.5 | -7
Cc1onc(-c2ccccc2)c1C(=O)N1CCOCC1 | -2 | 7 | -4 | -19 | 2 | 18 | 2 | -4 | -0.1 | 0
CCOc1ccc(C2NCCc3cc(OC)c(OC)cc32)cc1OC (configuration not stated) | 7 | -9 | 2 | -14 | -2 | 12 | · | -17 | 0.1 | -5
COc1cccc(CNS(=O)(=O)/C=C/c2ccc(OC)c(OC)c2)c1 | 1 | 0 | 1 | -7 | -3 | 20 | 1 | -9 | 0.2 | -29
O=C(CCn1ccc2cc(S(=O)(=O)N3CCCC3)ccc21)NCc1ccccc1F | 6 | 1 | 4 | 1 | 4 | 8 | 1 | 11 | · | 1
CN1CCN(c2ccc(S(=O)(=O)N3CCCCC3)cc2NC(=O)COc2cccc(Cl)c2)CC1 | 5 | 13 | · | · | · | 18 | -14 | 4 | -0.2 | -3
COC(=O)c1ccc(/C=N/NC(=O)C2CC(=O)N(c3ccc(F)cc3)C2)cc1 (configuration not stated) | 1 | 8 | -7 | -12 | -6 | 17 | 6 | 16 | 0.0 | -1
O=C(Cc1ccccc1Cl)Nc1cccnc1 | -3 | -9 | 3 | 0 | 0 | 14 | 0 | -5 | 0.0 | 1
O=C(NC1CCCC1)c1ncn[nH]1 | -8 | 4 | -6 | -15 | -3 | 14 | -2 | 2 | 0.1 | 0
O=[N+]([O-])c1ccc(Nc2ccccc2F)nc1 | 3 | -19 | 3 | 4 | 2 | 21 | -1 | 24 | -1.0 | 16
CN1CCN(CC(=O)Nc2cccc([N+](=O)[O-])c2)CC1 | -2 | -19 | -2 | -16 | -4 | 21 | -13 | 0 | -44 | -9
COc1ccc(OCCOC(=O)CN2C(=O)NC3(CCCC3)C2=O)cc1 | -2 | -3 | · | · | · | -5 | -17 | 7 | -0.2 | 9
Cc1ccccc1-n1nc(-c2ccc(N)cc2)cc1N | -9 | -17 | 4 | -12 | -3 | 10 | -8 | -7 | -0.3 | 9
Cc1cccc(SC2CCN(Cc3nc(CC4CC4)no3)CC2)c1 | -1 | 16 | -1 | -10 | -4 | 9 | 4 | -5 | 0.6 | 4
O=S(=O)(Cc1ccccc1Cl)CC(O)COc1ccccc1Cl (configuration not stated) | 5 | 17 | -1 | -36 | -3 | 20 | -5 | 1 | -1.5 | -5
CC1CN(C(=O)C(C)N2CCN(c3ccccc3Cl)CC2)CC(C)O1 (configuration not stated) | -3 | 2 | 0 | 7 | 1 | 1 | 2 | 3 | 0.0 | 18
COc1cccc(CN2CCN(C3CCOCC3)CC2CCO)c1 (configuration not stated) | -11 | -12 | 2 | -35 | 3 | 20 | 8 | -3 | 0.2 | -3
Cc1cc(C(=O)CC#N)c(C)n1CC(F)(F)F | -3 | -5 | 7 | -37 | 4 | 10 | 1 | 6 | -0.3 | -5
Nc1nnnn1/N=C/c1ccccc1OCc1ccccc1 | 12 | 26 | 5 | 16 | 5 | 17 | 2 | 18 | -0.7 | -9
COc1cc(C=O)ccc1OCc1ccncc1 | 5 | -6 | 0 | -1 | -2 | 18 | -1 | -5 | 0.4 | -8
CC(C)C[C@@H](CO)N1CCN(C)CCC1=O | -8 | -3 | -2 | 1 | -2 | 11 | -1 | -4 | 0.2 | 5
COc1cc(OC)cc(C(=O)NCC(=O)Nc2ccc(OC)c(Cl)c2)c1 | -1 | 13 | 3 | 1 | -1 | 1 | 0 | 13 | -0.2 | -5

3 compounds drawn at random from those above, as already listed:
SMILES | HSF1 inh | aSyn 5UTR inh | IEC-6 cytotox | KLF5 inhibitor | HSP90 refold inh | AI-2 QS mod | Platelet DG rel | HSF-1 act | HIF act | SKKanGAS inh
Nc1nnnn1/N=C/c1ccccc1OCc1ccccc1 | 12 | 26 | 5 | 16 | 5 | 17 | 2 | 18 | -0.7 | -9
COc1cc(C=O)ccc1OCc1ccncc1 | 5 | -6 | 0 | -1 | -2 | 18 | -1 | -5 | 0.4 | -8
Cc1cccc(SC2CCN(Cc3nc(CC4CC4)no3)CC2)c1 | -1 | 16 | -1 | -10 | -4 | 9 | 4 | -5 | 0.6 | 4

The results go on.
SMILES | HSF1 inh | aSyn 5UTR inh | IEC-6 cytotox | KLF5 inhibitor | HSP90 refold inh | AI-2 QS mod | Platelet DG rel | HSF-1 act | HIF act | SKKanGAS inh
CC(C)(C)c1ccc(-c2noc(C(=O)NN)n2)cc1 | 1 | 7 | -1 | -25 | -1 | 9 | 3 | -6 | -0.7 | 14
Cc1ccc(OCc2n[nH]c(=S)n2-c2ccccc2)cc1 | 0 | -5 | -4 | -32 | 0 | 13 | 0 | 3 | 1.0 | 0
O=C(NCC1CCCO1)c1ccc(NC(=O)c2cccc(Cl)c2)cc1 (configuration not stated) | -7 | 6 | · | · | · | -3 | 9 | 7 | -0.8 | 3
Cc1ccc(C)c(OCC(=O)NNC(=O)CSC(=S)N2CCCC2)c1 | 0 | -1 | · | · | · | 9 | -2 | -6 | -0.3 | 2
CCn1nc(C(=O)Nc2ccccc2N2CCCC2)c2ccccc2c1=O | -5 | 12 | · | · | · | 10 | · | 4 | 0.2 | 1
O=C(N1CCOCC1)N1CCN(S(=O)(=O)N2CCCCC2)CC1 | -10 | 0 | 0 | -45 | -1 | 20 | 5 | -3 | 0.0 | 4
CC(C)(C#CC(O)(c1ccccc1)c1ccccc1)N1CCCCC1 | 1 | 9 | 5 | -25 | 2 | 6 | -2 | 22 | -0.7 | 1
O=C(CN1C(=O)NC2(CCCC2)C1=O)OCCOc1ccc(Br)cc1 | -1 | -9 | · | · | · | 15 | -2 | 3 | 0.8 | 15
O=C(COC(=O)c1ccc(F)cc1F)NCCNC(=O)COC(=O)c1ccc(F)cc1F | -5 | -11 | -8 | -5 | 4 | 19 | 1 | 4 | -0.4 | 6
CN(C)CCOc1ncnc2c1oc1ccccc12 | -5 | -13 | 10 | -20 | 3 | 11 | 5 | -2 | -0.2 | 6
Cc1ccc(NC(=O)c2cc(-c3ccc(C)o3)nc3ccccc23)cc1 | -7 | -60 | 4 | 27 | 0 | 19 | 2 | 0 | 0.1 | 1
Cc1noc(NS(=O)(=O)c2ccc(NC(=O)CSc3nc4c(cc3C#N)CCCC4)cc2)c1C | -1 | -10 | -2 | -15 | -1 | 22 | -3 | -1 | · | 13
CCOC(=O)c1ccc(NC(=O)C(CC)CC)cc1 | 3 | -98 | 7 | -45 | -2 | 12 | -3 | 31 | 2.0 | -4
O=C(O)c1ccc(Cl)c(NC(=S)NC(=O)c2cccc(COc3ccccc3)c2)c1 | 8 | -5 | 7 | -31 | -2 | 33 | -4 | -12 | 0.2 | 44
Cc1sc2ncnc(NCC3COc4ccccc4O3)c2c1C (configuration not stated) | 5 | 2 | 9 | -6 | -3 | -11 | -6 | 18 | -0.3 | -7
CC(=O)Nc1ccc(S(=O)(=O)N2CCSC2c2ccc(C)cc2)cc1 (configuration not stated) | -8 | -15 | -3 | -4 | -3 | 25 | -2 | 6 | -0.3 | 1
O=C(c1ccc(O)c(Cl)c1)N1CCN(S(=O)(=O)c2ccccc2)CC1 | -3 | 12 | 0 | -13 | 1 | 5 | 2 | -4 | -0.1 | 2
CCCn1c(CCc2ccccc2)nnc1SCC(=O)N1CCCC1 | -6 | 16 | -4 | -66 | -3 | 2 | 2 | 3 | 0.0 | -1
COc1ccc(-c2cc(C)no2)cc1S(=O)(=O)N(C)c1ccc(C)c(C)c1 | 7 | 28 | 3 | -21 | -4 | 6 | 7 | 1 | 0.4 | 6
Cc1ccccc1Nc1nc(-c2ccccc2)c(C(=O)Nc2cccnc2)s1 | 6 | -23 | 0 | -30 | 2 | 10 | -1 | 32 | 0.4 | 14
Cc1nnc(NC(=O)CN2CC(C)OC(C)C2)s1 (configuration not stated) | -6 | -12 | -5 | -23 | -2 | 18 | 4 | -2 | -0.1 | 0
Cc1cccc(NC(=S)NCCc2ccc(F)cc2)c1C | · | · | 2 | -5 | 0 | 66 | -6 | · | · | 4
COC(=NC(C)C)NC(C)C | 4 | 4 | -2 | -4 | -1 | 16 | 9 | -1 | 0.2 | -2
O=C(Nc1ccccc1C(F)(F)F)c1ncn[nH]1 | -4 | 9 | 1 | -17 | 1 | -4 | 2 | -1 | -0.3 | -3
COc1cc(NC(=O)COc2cccc(OC)c2)cc(OC)c1 | 0 | -3 | -2 | 2 | -3 | 17 | -4 | -6 | -0.1 | -1
CN(C)c1ccc(CNC(=O)CCNS(=O)(=O)c2cc(Br)cnc2N)cc1 | -13 | 19 | -1 | -20 | -1 | 5 | -3 | -11 | 1.1 | -3
Cc1cccc(N2C(=O)CC(N3CCN(c4ccccc4)CC3)C2=O)c1 (configuration not stated) | -6 | 6 | 1 | -31 | 5 | 9 | -1 | -2 | -0.3 | -1
Cc1scc(C(=O)N/N=C/c2ccco2)c1C | 3 | -86 | -5 | -3 | 1 | 18 | -4 | -4 | 1.9 | -8
O=C(c1ccc(COc2c(F)c(F)c(F)c(F)c2F)o1)N1CCN(Cc2ccc3c(c2)OCO3)CC1 | 12 | -3 | 4 | -11 | 0 | 7 | 1 | 12 | -0.1 | -1
O=C(NCC1CC1)c1onc(CSc2ccc(F)c(F)c2)c1C(=O)NCC1CC1 | 1 | 1 | · | · | · | 11 | 3 | -16 | -0.4 | 7
O=C(NCCCN1CCOCC1)c1cc2ccccc2cc1O | 16 | -11 | · | · | · | 17 | 11 | 26 | 0.9 | 17
